# Screening results: PubChem, National Center for Advancing Translational Sciences (NCATS)
# BLM helicase inh = Bloom syndrome helicase (human) inhibition | P54132 | recombinant BLM DNA unwinding, fluorescence dequenching | Potency, µM (titrated, usually from 56.1 µM), inactives show at the highest dose activity change, negative = inhibition, actives largely listed as inhibitors | 350,000 compounds, 0.2% hits;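 note: potency is the fitted concentration of half-maximal effect; plate controls were vehicle for no effect and no enzyme for full effect; nearly all actives have a fitted effect of over 35% in size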
# ERG-DNA inh = inhibitors of human ERG Ets domain-DNA interaction. fluorescence polarization, His-ERG Ets domain / labelled DNA. Potency, µM (titrated, usually from 76.9 µM), for inactives: at the top dose FP activity, negative = inhibition, actives largely listed as inhibitors. 370,000 compounds, 0.028% hits; active = well fitted inhibition curve with a large enough effect in the polarisation, with a control signal flat; inconclusive = small, poorly fitted or top-dose-only effect, or effect the other way, or a change in a side signal; inactive = no such curve, though single readings can be large or run the other way; the % refers to the polarisation;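 note: polarization taken with two DNA probes labelled with fluorescein and Texas red; potency is the fitted concentration of half-maximal effect; % of control where 0% means no effect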
#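 His-tagged ERG Ets domain (1 uM in the protein solution; 300mM KCl, 50mM Tris-HCl, 1mM EDTA, 1mM DTT, pH 7.5) received compound, then a probe mix of 5 nM fluorescein-DNA and 100nM Texas-615-DNA. Fluorescence polarization was read for both dyes.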
# POLB inh = blocks human DNA polymerase beta activity; 340,000 compounds, 1.3% hits; AID 485314; Potency, µM (series often up to 114 µM), for the others: at the highest dose activity change, negative = inhibition, most hits filed as inhibitors; Pol beta primer extension/strand displacement, fluorescence kinetic; note: potency is the fitted concentration of half-maximal effect; % is set by controls: 0 for no effect and ±100 for the full control effect
#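 Reaction started by 50 nM substrate onto compound-treated Pol beta (10 nM, 15 min preincubation, room temperature); plates read at 0 min and 10 min. Normalized concentration-effect data fitted by four-parameter Hill equation.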
# APEX1 inh = inhibitors of human APE1 endonuclease | recombinant APE1, TAMRA/BHQ-2 abasic DNA cleavage fluorescence | Potency, µM (top dose mostly 65.8 µM), for the others: at the highest dose activity change, negative = inhibition, most hits filed as inhibitors | 350,000 compounds, 0.35% hits | AID 2517;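 note: potency is the fitted concentration of half-maximal effect; plate controls were vehicle for no effect and reference inhibitor for full effect; nearly all actives have a fitted effect of over 55% in size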
#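 Endonuclease cleavage of a quenched abasic-site DNA duplex (50 nM) by APE1 (0.75 nM) was tracked by TAMRA dequenching. Compounds were preincubated with enzyme 15 min at room temperature; data normalized to buffer-only and DMSO wells plus NSC13755 control.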
# TRHR agonist = TRH receptor (human) agonism. TRHR cells, calcium flux fluo-8, FDSS agonist mode. activation, % at 2 µM. 360,000 compounds, 0.18% hits. AID 493084; in the data active = activation above about 30%; note: 0% is about no effect
#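 TRHR-expressing cells, plated overnight in medium with 10% serum, were loaded with fluo-8 calcium dye at room temperature. After a 10 s baseline, library compound was pin-added and calcium release was recorded kinetically (ex 480/em 530) as agonist response.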
# Pol kappa inh = blocks human DNA polymerase kappa activity. purified Pol kappa, fluorescent DNA synthesis assay, 10 min. Potency, µM (series often up to 107 µM), inactives show at the top dose activity, negative = inhibition, actives largely listed as inhibitors. 400,000 compounds, 0.53% hits. AID 588579; note: potency is the fitted concentration of half-maximal effect; % is set by controls: 0 for no effect and ±100 for the full control effect
# Target sequence (Q9UBT6 whole entry, looked up): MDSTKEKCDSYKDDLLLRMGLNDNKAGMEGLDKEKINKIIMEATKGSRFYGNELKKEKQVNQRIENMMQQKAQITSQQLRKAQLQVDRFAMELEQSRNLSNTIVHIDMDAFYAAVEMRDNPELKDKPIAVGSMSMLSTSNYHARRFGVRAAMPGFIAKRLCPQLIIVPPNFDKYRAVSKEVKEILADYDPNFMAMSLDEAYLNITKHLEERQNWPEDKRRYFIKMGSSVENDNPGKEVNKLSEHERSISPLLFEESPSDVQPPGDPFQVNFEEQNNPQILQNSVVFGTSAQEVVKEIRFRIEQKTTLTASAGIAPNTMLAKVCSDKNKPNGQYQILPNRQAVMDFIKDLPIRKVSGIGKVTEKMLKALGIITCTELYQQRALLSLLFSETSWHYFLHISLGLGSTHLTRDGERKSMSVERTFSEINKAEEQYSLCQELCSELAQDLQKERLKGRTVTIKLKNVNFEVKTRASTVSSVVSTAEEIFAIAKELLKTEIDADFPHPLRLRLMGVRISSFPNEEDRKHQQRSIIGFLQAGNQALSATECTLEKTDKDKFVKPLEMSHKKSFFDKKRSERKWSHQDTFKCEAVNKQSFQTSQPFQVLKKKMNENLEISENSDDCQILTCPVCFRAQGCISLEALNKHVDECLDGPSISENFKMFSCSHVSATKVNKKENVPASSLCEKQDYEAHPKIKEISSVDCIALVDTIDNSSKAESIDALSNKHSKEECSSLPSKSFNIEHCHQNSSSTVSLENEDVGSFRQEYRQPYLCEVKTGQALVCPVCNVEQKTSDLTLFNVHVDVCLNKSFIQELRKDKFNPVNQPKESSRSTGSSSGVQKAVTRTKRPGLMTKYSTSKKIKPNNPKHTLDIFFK
#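 Kinetic fluorescence readout at 0 and 10 min followed reaction start with substrate at 50 nM final. Beforehand, enzyme (10 nM Pol kappa) stood 15 min with compound at room temperature; buffer-only wells were negative controls.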
# ALOX12 inh = inhibitors of human 12S-lipoxygenase ALOX12; P18054; purified 12hLO, xylenol orange hydroperoxide absorbance; Potency, µM (titrated, usually from 108 µM), for inactives: top-dose activity change, negative = inhibition, hits mostly inhibitors; 580,000 compounds, 1.1% hits; AID 1671190; note: potency is the fitted concentration of half-maximal effect; % is set by controls: 0 for no effect and ±100 for the full control effect
#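 Hydroperoxide product was detected by ferrous iron/xylenol orange as the 573 to 405 nm absorbance ratio. Arachidonic acid at 40 uM (final) was turned over for 30 min at room temperature by 150 nM human 12hLO, pH 7.0 Hepes buffer, after 15 min compound preincubation.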
# POLI inh = blocks human DNA polymerase iota activity; Pol iota fluorescent replication assay, 10 min; Potency, µM (titrated, usually from 115 µM), without a hit: top-dose activity, negative = inhibition, most hits filed as inhibitors; 390,000 compounds, 1% hits; note: potency is the fitted concentration of half-maximal effect
#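 Pol iota at 10 nM preincubated 15 min with compounds at room temperature; reaction started with fluorescent substrate, 50 nM final. Fluorescence read kinetically at 0 and 10 min; buffer-only wells as negative control.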
# Apoferritin bind = candidate novel general anesthetic via apoferritin binding. apoferritin/1-aminoanthracene competitive binding, fluorescence. Potency, µM (titrated, usually from 77.5 µM), inactives show at the highest dose activity change, negative = displacement, actives largely listed as inhibitors. 350,000 compounds, 0.074% hits. AID 485281; note: potency is the fitted concentration of half-maximal effect; % is set by controls: 0 for no effect and ±100 for the full control effect; nearly all actives have a fitted effect of over 20% in size
# Target sequence (P02791 2-175 limits assumed): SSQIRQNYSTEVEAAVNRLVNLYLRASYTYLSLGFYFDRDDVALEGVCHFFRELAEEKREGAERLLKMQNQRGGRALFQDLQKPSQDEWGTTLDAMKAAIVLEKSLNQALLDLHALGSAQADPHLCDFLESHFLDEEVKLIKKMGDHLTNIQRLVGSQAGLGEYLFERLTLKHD
#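 Read-out: endpoint 1-AMA fluorescence, excitation 380 nm and emission 535 nm, after compounds sit 10 min at room temperature with 10 uM horse-spleen apoferritin in 50% saturated 1-AMA/PBS. Values come from four-parameter Hill fits.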
# * marks the source's active call; other numbers are inactive results; i = inactive; ? = inconclusive; / = no result given; & = joins results of further samples; [ ] = remark or other dose. Unless noted, calls come from the whole dose curve; as a rule, active = well fitted curve in the direction sought with a large enough effect; inconclusive = small, poorly fitted or top-dose-only effect, or another doubt; inactive = no such curve, though single readings can be large; an effect the other way counts as inactive or inconclusive.
SMILES,BLM helicase inh,ERG-DNA inh,POLB inh,APEX1 inh,TRHR agonist,Pol kappa inh,ALOX12 inh,POLI inh,Apoferritin bind
COc1cc(C2C(=O)N(C3CCCCC3)CC(=O)N2Cc2ccc(C)cc2)ccc1OC(C)C (centres undefined),-2%,-1%,-1%,/,0.1,-5%[60.1 µM],-5%,15%,-5%
CC1Oc2ccccc2C(=O)N(CC(=O)c2ccc3c(c2)OCCO3)C1=O (centres undefined),-6%,-8%,14%,34%,0.2,10%,21%,29%,-23%
CC1=C(C(=O)OCC2CCCO2)C(c2ccc(F)cc2)NC(=O)N1 (centres undefined),-4%,-3%,34%,-4%,1.8,-15%,13%,62%[activator],-7%
O=C(NC1(C(F)(F)F)C(=O)Nc2c1c(=O)[nH]c(=O)n2-c1ccccc1)c1cccnc1 (centres undefined),-1%,3%,15%,-2%,0.3,-21%,0%,6%,-2%
O=C(OCc1cc2ccccc2[nH]c1=O)c1ccc([N+](=O)[O-])cc1,-2%,4%,31%,0%,-0.2,0%,-3%,26%,1%
CCOc1ccc(NC(=O)CSc2nc(-c3ccccc3)c3cc(OCC)ccc3n2)cc1,1%,-3%,33%,/,0.2,-3%,-14%,-25%,2%
COc1cccc(NC(=O)c2ccccc2-c2nc(-c3ccc(F)cc3)no2)c1,-1%,-2%,5%,1%,-1.4,-5%,11%,-8%,-1%
O=C(O)COc1ccccc1-c1nc(-c2ccccc2)c(-c2ccccc2)[nH]1,-1%,1%,?,-6%,-0.2,-12%,-16%,2%,1%
COc1ccc(C(=O)/C=C/Nc2cccc(O)c2)cc1,-8%,5%,-1%,-3%,0.1,2%,?,9%,-17%
CCOC(=O)c1cc2c(=O)n3ccccc3nc2n(CC(C)C)c1=NC(=O)c1c(-c2c(F)cccc2Cl)noc1C,-5%&-1%,-10%&-7%,-8%&2%,-5%,0.6&0.2,-10%&-14%,-25%&-25%,-4%&4%,-14%&-1%
O=C(O)CCC1(C(=O)O)CCC(=O)c2ccccc21 (centres undefined),/,2%,/,/,/,-7%,-2%,58%[activator],/
COc1ccc(-c2noc(-c3ccccc3C(=O)Nc3cccnc3)n2)cc1,2%,0%,1%,11%,-1.5,-14%,0%,5%,8%
O=C(c1cnsn1)N1CCC(CO)(Cc2ccc(Cl)cc2)CC1,-7%,-13%,2%,-3%,-1.3,-4%,-12%,88%[activator],-9%
COC(=O)c1ccc(CNC(=O)c2nc(Cn3nc(C)c(Br)c3C)no2)cc1,-8%,1%,-1%,/,-2.8,-4%,-28%,6%,?
Cn1c(=O)oc2cc(S(=O)(=O)NCCC(=O)NC3CCCc4ccccc43)ccc21 (centres undefined),-2%,1%,20%,-8%,-0.1,1%,3%,13%,-2%
CC(C)CN(C(=O)CN(C)C(=O)Cc1ccccc1Cl)c1c(N)n(CC(C)C)c(=O)[nH]c1=O,-1%,-2%,89%,-2%,-0.4,-21%,-18%,23%,-21%
COc1ccc(-c2csc(NC(=O)COC(=O)C3=COCCO3)n2)cc1,-5%,0%,86%,-4%,0.3,-4%,-1%,-1%,7%
Cc1ccc(OCCC(=O)OCC(=O)Nc2ccc(Cl)cn2)cc1,-3%,-5%,-21%,-2%,0.8,-38%,0%,?,-24%
CCc1ccccc1NC(=O)N[C@H](C(=O)O)C(C)C,1%,4%,?,4%,-0.3,3%,9%,9%,-1%
CCn1c(Cc2ccccc2)nnc1SCC(=O)Nc1nc(C)c(C)s1,1%,4%,6%,1%,-0.3,-1%,10%,46%[activator],-14%
CCOC(=O)C1=C(c2ccccc2)N=c2s/c(=C\c3cccc(O)c3)c(=O)n2C1c1cccs1 (centres undefined),-15%,/,-18%,-2%,0.9,-25%,?,10%,?
O=C(c1ccco1)N1CCN(C(c2ccccn2)c2nnnn2C2CCCC2)CC1 (centres undefined),3%,/,-18%,7%,0.4,-3%,-13%,27%,-9%
Cn1cccc1C(=O)OCc1cc(-c2ccco2)on1,/,-2%,/,-11%,-0.4,-18%,0%,?,/
c1ccc(CN2CCC3CC2c2cc(N4CCOCC4)ccc23)cc1 (centres undefined),/,-6%,/,/,/,2%,26%,24%,/
CCc1ccc(N2CC(O)(c3cccs3)[N+]3=C2SCCC3)cc1 (centres undefined),-7%,3%,23%,0%,-0.2,-20%,-18%,7%,-15%
Cc1cc(C)c(-n2c(SCCS(=O)(=O)c3ccc(F)cc3)n[nH]c2=O)c(C)c1,-3%,2%,1%,0%,0.1,0%,274%[activator],28%,-5%
COC(=O)C1=C(C)N(Cc2ccccc2)C(=NCCN2CCOCC2)N[C@H]1CCc1ccccc1,-1%,-3%,4%,15%&-8%,-0.7,-2%,?,14%,-9%
CCS(=O)(=O)NCC(c1ccco1)N1CCN(c2ccccc2F)CC1 (centres undefined),1%,3%,-4%,-2%,0.0,-5%,2%,37%[activator],4%
COc1ccc(-n2nnnc2SCC(=O)N(C)C2CCS(=O)(=O)C2)cc1 (centres undefined),/,35%[activator],/,-10%,/,-3%,-9%,103%[activator],/
Brc1c(CSc2nc3ccccc3s2)nc2ncccn12,1%,/,11%,1%,0.1,-1%,-15%,3%,-13%

# Sorted by molar mass (falling): nine of the compounds above
SMILES,BLM helicase inh,ERG-DNA inh,POLB inh,APEX1 inh,TRHR agonist,Pol kappa inh,ALOX12 inh,POLI inh,Apoferritin bind
CCOC(=O)C1=C(c2ccccc2)N=c2s/c(=C\c3cccc(O)c3)c(=O)n2C1c1cccs1 (centres undefined),-15%,/,-18%,-2%,0.9,-25%,?,10%,?
COC(=O)C1=C(C)N(Cc2ccccc2)C(=NCCN2CCOCC2)N[C@H]1CCc1ccccc1,-1%,-3%,4%,15%&-8%,-0.7,-2%,?,14%,-9%
Cc1cc(C)c(-n2c(SCCS(=O)(=O)c3ccc(F)cc3)n[nH]c2=O)c(C)c1,-3%,2%,1%,0%,0.1,0%,274%[activator],28%,-5%
O=C(c1ccco1)N1CCN(C(c2ccccn2)c2nnnn2C2CCCC2)CC1 (centres undefined),3%,/,-18%,7%,0.4,-3%,-13%,27%,-9%
COc1ccc(-n2nnnc2SCC(=O)N(C)C2CCS(=O)(=O)C2)cc1 (centres undefined),/,35%[activator],/,-10%,/,-3%,-9%,103%[activator],/
CCS(=O)(=O)NCC(c1ccco1)N1CCN(c2ccccc2F)CC1 (centres undefined),1%,3%,-4%,-2%,0.0,-5%,2%,37%[activator],4%
CCc1ccc(N2CC(O)(c3cccs3)[N+]3=C2SCCC3)cc1 (centres undefined),-7%,3%,23%,0%,-0.2,-20%,-18%,7%,-15%
c1ccc(CN2CCC3CC2c2cc(N4CCOCC4)ccc23)cc1 (centres undefined),/,-6%,/,/,/,2%,26%,24%,/
Cn1cccc1C(=O)OCc1cc(-c2ccco2)on1,/,-2%,/,-11%,-0.4,-18%,0%,?,/

# Other entries
SMILES,BLM helicase inh,ERG-DNA inh,POLB inh,APEX1 inh,TRHR agonist,Pol kappa inh,ALOX12 inh,POLI inh,Apoferritin bind
COC(=O)Cc1c(O)ccn(CCc2ccccc2)c1=O,-4%,0%,-3%,11%,1.6,-5%,-4%,142%[activator],-3%
CN1CCN(CC(=O)Nc2sc3c(c2C#N)CCC(C(C)(C)C)C3)CC1 (centres undefined),0%,/,?,-3%,0.5,/,/,/,-4%
CCCC(=O)Nc1cccc(C(=O)Nc2nccs2)c1,-2%,-5%,4%,-1%,-0.1,9%,-22%,16%,-12%
O=C(CCNS(=O)(=O)c1ccccc1)NCCCSc1ccccc1,-5%,10%,23%,15%,-1.7,-18%,77%[activator],23%,-10%
c1csc(-c2nc3nc4ccccc4nc3n2Cc2ccc3c(c2)OCO3)c1,-7%,-1%,-13%,20%,-0.7,-2%,0%,?,-16%
Cc1c(CCC(=O)N2CCC[C@H]2C(=O)O)c(=O)oc2cc3oc4c(c3cc12)CCCC4,-6%,-1%,-5%,2%,-0.2,4%,/,11%,-12%
COc1ccc(Nc2nc(-c3cccnc3)nc3ccccc23)cn1,1%,-10%,28%,19%,-2.0,-13%,?,180%[activator],9%
CCN1C(=O)/C(=C/c2cn(C)nc2C)SC1=S,-4%,2%,29%,-3%,-0.2,-1%,4%,9%,-3%
Cc1ccc(S(=O)(=O)NC(C)(C)CSc2nnc(Nc3ccccc3)s2)cc1,-13%,-1%,1%,-3%,0.2,-12%,-1%,4%,5%
O=C(NC1CCS(=O)(=O)C1)/C(=C\c1ccccc1)NC(=O)c1ccccc1 (centres undefined),4%,/,2%,1%,0.3,-14%,-32%,-4%,-11%
Cc1ccc(Cl)cc1-n1ncc2c(NNC(=O)c3ccco3)ncnc21,-9%,15%,-8%,12%,-0.2,-5%,3%,22%,-9%
O=S(=O)(c1ccc(Cl)cc1)c1nnn2c1nc(NC1CCCC1)c1sccc12,-7%,1%,22%,/,0.2,-1%,-24%,i,4%
Cc1cccc(OC(C)C(=O)N2CCCN(C)CC2)c1C (centres undefined),-1%,2%,2%,13%,1.1,7%,/,15%,-3%
CN(CC(=O)Nc1ccccc1C(F)(F)F)C(=O)c1ccc(-c2ccc(Cl)cc2)o1,/,-12%,/,-8%,-0.1,-3%,-21%,5%,/
COc1cc(OC)c(NC(=O)c2c3c(nn2C)-c2ccccc2SC3)cc1Cl,-15%,2%,25%,/,2.4,-7%,31%[activator],8%,-7%
COc1ccc(S(=O)(=O)N(C)C)cc1NCC(=O)Nc1ccc(F)cc1F,-2%,8%,2%,6%,-0.5,-2%,4%,91%[activator],-3%

# Only part of the results is shown; the hit share may differ from the screen's.
